Source: PubChem (Southern Research Specialized Biocontainment Screening Center)
M. tuberculosis = growth inhibition of non-replicating M. tuberculosis (AID 488890) | Mycobacterium tuberculosis non-replicating, growth inhibition; higher % means a stronger effect | inhibition, % at 25 µM; hits with a dose series show IC50 in µM | actives 0.39% (n = 320,000); in the data active means a potency from the dose series; inconclusive means inhibition mostly from about 82% at the one dose, without a potency; inactive means the rest, 99 in 100 with inhibition below about 76%;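 further: plate controls were DMSO cells for no effect and high antibiotic wells for full effect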
Salmonella PhoP GFP = PhoP regulon inhibitors, Salmonella typhi PhoP promoter GFP reporter, confirmatory (AID 1850). Salmonella Typhi PhoP-promoter GFP reporter, fluorescence, 4 h; higher % means a stronger effect. one-dose inhibition, % at 50 µM; IC50 in µM for titrated hits. actives 0.33% (n = 310,000); in the data active means a potency from the dose series; inconclusive means inhibition mostly from about 25% at the one dose, without a potency; inactive means the rest, 99 in 100 with inhibition below about 19%;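 further: 0% = induced wells with vehicle and 100% = uninduced wells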
VEEV TC-83 Vero = inhibitors of VEEV TC-83 cytopathic effect, confirmation, Vero cells (AID 588727); Vero cells, VEEV TC-83 cytopathic effect inhibition; higher % means a stronger effect; inhibition, % at 20 µM; hits with a dose series show IC50 in µM; actives 0.13% (n = 350,000); in the data active means a potency from the dose series; inconclusive means inhibition mostly from about 14% at the one dose, without a potency; inactive means the rest, 99 in 100 with inhibition below about 12%; further: strong numbers were not always called active
H37Rv inhibition = M. tuberculosis growth inhibition, HTS (AID 449762). M. tuberculosis H37Rv growth inhibition, 7H9 media; higher % means a stronger effect. one-dose inhibition, % at 25 µM; IC50 in µM for titrated hits. actives 0.59% (n = 330,000); in the data active means a potency from the dose series; inconclusive means inhibition above about 70% without an active follow-up result;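 further: bacterial growth assessed after seven days of incubation; strong numbers were not always called active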
H1N1 NS1A inhibition = NS1A inhibition, H1N1 influenza, cell based functional assay (AID 504329) | NS1A functional cell-based assay, percent inhibition; higher % means a stronger effect | actives 0.3% (n = 340,000) | one-dose inhibition, % at 12.5 µM; IC50 in µM for titrated hits; in the data active means a potency from the dose series; inconclusive means inhibition above about 27% without an active follow-up result; further: strong numbers were not always called active
* hit, by the source's call; i = inactive; ? = inconclusive; . = no result given; & = joins results of further samples.

SMILES | M. tuberculosis | Salmonella PhoP GFP | VEEV TC-83 Vero | H37Rv inhibition | H1N1 NS1A inhibition
O=C(COC(=O)CCc1nc2ccccc2c(=O)[nH]1)NC(=O)NC1CCCC1 | -2% | 11% | 0.5% | 7% | 4%
CCCc1ccc(OCc2ccc(C(=O)NCc3cccnc3)o2)c(OC)c1 | 26% | -15% | i | -2% | -11%
CC1CC(C)CN(C(=O)COC(=O)c2ccc3c(c2)C(=O)N(Cc2ccco2)C3=O)C1 (stereo not given) | 8% | . | 1.8% | -2% | -14%
COCC(C)n1c(C)cc(C(=O)CN2C(=O)NC3(CCCCC3C)C2=O)c1C (stereo not given) | 3% | -15% | i | -14% | 2%
CCc1ccc(NC(=O)CCc2nc3cccnc3n2Cc2ccc(OC)cc2)cc1 | 6% | -1% | i | 0% | 0%
CCCCOc1cc(C(=O)NCCN(CC)CC)c2ccccc2n1 | 10%&5% | -2%&13%&3%&-2% | 0.1%&0.3% | -3%&-3% | -1%&-9%
Cc1cc(-c2cccc([N+](=O)[O-])c2)nc2ccccc12 | 26% | -11% | 0.1% | -5% | -1%
CCc1nc(SCC(=O)c2ccccc2)c2ccccc2n1 | 70% | 4% | 9.7% | 11% | -18%
CCOC(=O)c1sc(NCc2ccco2)c(-c2nc3ccccc3s2)c1N | 13% | 4% | i | 2% | -11%
COC(=O)c1ccccc1NC(=O)Nc1ccc(C(=O)N2CCCC2)cc1 | -8% | -4% | 6.2% | 10% | -4%
CC(=O)c1ccc(OCc2cc(C(=O)N(C)Cc3ccon3)no2)cc1 | 23% | 3% | 2.7% | 4% | -2%
Cc1ccc(S(=O)(=O)NNC(=O)c2sc3nc(C)cc(C)c3c2-n2cccc2)cc1 | 63% | 9% | 1.8% | -2% | -2%
Cc1cc(C)c(-c2csc(NC(=O)C3=COCCO3)n2)cc1C | 30% | -2% | 4.8% | ? | -1%
Cc1ccc(NC(=O)COC(=O)c2cccnc2)c(C)c1 | 7% | -6% | 3.1% | -9% | -3%
Cc1ccc(N(O)C(C)(C)C)cc1 | . | . | 1.2% | . | -11%
Cc1nc2ccccc2n1/N=C/c1ccc([N+](=O)[O-])o1 | ? | 20% | 1.4% | ? | -1%
CC(c1ccccn1)C(C)(O)C(C)c1ccccn1 (stereo not given) | . | . | i | . | -2%
CCCN1CCN(C(=S)Nc2ccc(S(N)(=O)=O)cc2)CC1 | 15% | 15% | 0.1% | -4% | -5%
O=C(NCC1CCCN1S(=O)(=O)c1cccs1)C(=O)Nc1ccc(F)cc1F (stereo not given) | 10% | -3% | i | -2% | 5%
Cc1ccc(OCc2nc(-c3ccccn3)n[nH]2)cc1 | 77% | -13% | ? | ? | 23%
COC/C=C/C1=CC2=CC(=O)C(C)(OC(=O)CCC(=O)OC)C(=O)C2=CO1 (stereo not given) | -7% | 0% | . | 2% | .
COc1ccc(CCNC(=O)CSc2ccc(-c3cccs3)nn2)cc1OC | 7% | -12% | 0.2% | -11% | 0%
CCOC(=O)C(=O)Nc1ccc(S(=O)(=O)Nc2nccs2)cc1 | 24% | 1% | 0.1% | -10% | 0%
CCOC(=O)N1CCc2cc(OC)c(OC)c3c2c1cc1cc(OC)c(OC)cc13 | . | . | 10% | . | 0%

Fetched by compound from the entries so far, three records:
SMILES | M. tuberculosis | Salmonella PhoP GFP | VEEV TC-83 Vero | H37Rv inhibition | H1N1 NS1A inhibition
COc1ccc(CCNC(=O)CSc2ccc(-c3cccs3)nn2)cc1OC | 7% | -12% | 0.2% | -11% | 0%
CCOC(=O)C(=O)Nc1ccc(S(=O)(=O)Nc2nccs2)cc1 | 24% | 1% | 0.1% | -10% | 0%
Cc1ccc(N(O)C(C)(C)C)cc1 | . | . | 1.2% | . | -11%

New compounds follow:
SMILES | M. tuberculosis | Salmonella PhoP GFP | VEEV TC-83 Vero | H37Rv inhibition | H1N1 NS1A inhibition
COc1cccc(CNC(=O)CNS(=O)(=O)c2ccc(Br)s2)c1 | -14% | -22% | i | 8% | 4%
CC(C)CNC(=O)NC(=O)COC(=O)C1CSC2(c3ccc(F)cc3)CCC(=O)N12 (stereo not given) | -9% | 5% | 0.6% | -5% | -1%
Cc1cccc(OCCC(=O)Nc2nnc(C)s2)c1 | 42% | 1% | 1.1% | -1% | -5%
COc1ccc(CCNC2CC(=O)N(C)C2=O)cc1OC (stereo not given) | -6% | 9% | 1.1% | 1% | -2%
COCCNCCCOc1ccc(C(C)(C)c2ccccc2)cc1 | 7% | 4% | i | 7% | 8%
Cc1sc2nc(CSc3nc4ccccc4c(=O)n3CCCN3CCOCC3)[nH]c(=O)c2c1C | 42% | 7% | 8.5% | 1% | 10%
O=C(Cn1nnc(-c2ccccc2)n1)OCc1ccccc1 | 67% | 6% | i | -7% | -1%
CCOc1ccc(C(=O)Nc2cccc3cccnc23)cc1 | . | -9% | 2.4% | 7% | -4%
Cc1cc(N2CCc3ccccc32)n2ncnc2n1 | 8% | 1% | 2.6% | -8% | -6%
COc1ccc(CCN2CC(C(=O)NCCN3CCNC3=O)CCC2=O)cc1 (stereo not given) | 2% | -6% | 2.1% | -5% | -1%
CC(=O)C1C(c2ccc([N+](=O)[O-])cc2)C2C(C)=NN=C2CC1(C)O (stereo not given) | 0% | -4% | i | -2% | 8%
Cc1cnc(C(=O)OCC(=O)N2CCN(C(=O)c3ccco3)CC2)cn1 | 1% | -5% | 0.5% | -3% | -11%

Profiles, looked up by structure.
Profile of `CC(=O)C1C(c2ccc([N+](=O)[O-])cc2)C2C(C)=NN=C2CC1(C)O` (stereo not given) : M. tuberculosis = 0%; Salmonella PhoP GFP = -4%; VEEV TC-83 Vero = i; H37Rv inhibition = -2%; H1N1 NS1A inhibition = 8%
Profile of `O=C(Cn1nnc(-c2ccccc2)n1)OCc1ccccc1` : M. tuberculosis = 67%; Salmonella PhoP GFP = 6%; VEEV TC-83 Vero = i; H37Rv inhibition = -7%; H1N1 NS1A inhibition = -1%

The list continues:
SMILES | M. tuberculosis | Salmonella PhoP GFP | VEEV TC-83 Vero | H37Rv inhibition | H1N1 NS1A inhibition
COC(=O)C[C@H]1C=C[C@@H](C(C(=O)OC)C(=O)OC)CN1C(C)=O | . | . | i | . | -24%
CCCC(=O)Nc1nnc(C2CCCO2)s1 (stereo not given) | -3% | 3% | 1.5% | 3% | -10%
COc1cnc(-c2ccccn2)[nH]c1=O | -3% | -1% | i | 0% | 18%
Cc1nc(SCC(=O)NC2CCS(=O)(=O)C2)c2c3c(sc2n1)CCC3 (stereo not given) | 1% | . | i | -2% | 5%
CC(C)(C)NC(=O)C(c1ccccn1)N(C(=O)C1CSC(=O)C1)c1cccc(F)c1 (stereo not given) | 1% | -4% | i | -4% | -5%
Nc1ccc(S(=O)(=O)Nc2nccs2)cc1N=Nc1ccccc1[N+](=O)[O-] | . | . | 11% | . | 9%
O=C1C2C3C=CC(C3)C2C(=O)N1Cc1ccc(CN2C(=O)C3C4C=CC(C4)C3C2=O)cc1 (stereo not given) | -1% | -13% | 1.0% | -3% | -6%
CCN(CC)S(=O)(=O)c1ccc(-c2ccc(S(=O)(=O)N(CC)CC)cc2)cc1 | 1% | -6% | 1.0% | -3% | 1%
O=C(NCC(c1ccco1)N1CCN(c2ccccc2F)CC1)C(=O)NC1CCCCC1 (stereo not given) | 4% | 1% | i | 46% | 1%
COc1cc(C(CCN2CCOCC2)c2c(OC)cc(OC)c3c(C)cc(=O)oc23)cc(OC)c1OC (stereo not given) | 9% | -5% | 3.0% | 8% | 10%
Cc1ccc(CNC(=O)CSc2nnc3c(n2)[nH]c2ccc(F)cc23)cc1 | 0% | -1% | 1.2% | 7% | -3%
Cc1ccc(C(=O)CSc2nc(N)cc(=O)[nH]2)cc1 | -1% | 19% | i | -2% | -21%
COc1ccccc1/C=C(\NC(=O)c1ccc(OC)c(OC)c1)C(=O)Nc1ccc([N+](=O)[O-])cc1 | 4% | -5% | 0.1% | -1% | 6%
COc1ccc(NC(=O)c2cc3ccccc3o2)cc1 | 5.6µM* | 6% | 0.8% | ? | 9%
NCCSc1c(-c2ccc(F)cc2)[nH]c2ccccc12 | 29% | 16% | 71% | -2% | -1%
Cc1cccc(OCCCC(=O)Nc2nccs2)c1C | 39% | -1% | 0.8% | 8% | -2%
CC1CCCCC1NC(=O)CN(C)S(=O)(=O)c1cccc2nsnc12 (stereo not given) | 12% | -9% | 1.3% | -2% | -9%
O=C(Cc1ccccc1)Nc1ccc2oc(-c3cccnc3)nc2c1 | 1% | -9% | 1.7% | 6% | 12%
Cc1c(Cl)cccc1NC(=S)N1CCC(N(C)CC2CCCO2)CC1 (stereo not given) | -6% | -7% | 0.3% | 15% | 15%
COc1ccc(NC(=O)N(C)C[C@H]2Oc3c(NC(=O)Cc4ccccc4)cccc3C(=O)N([C@H](C)CO)C[C@@H]2C)cc1 | 22% | . | 0.3% | 0% | 2%
CCOC(=O)C1CCCN(C(=O)c2cc3nc(-c4ccc5c(c4)OCO5)cc(C(F)(F)F)n3n2)C1 (stereo not given) | 27% | 5% | 0.3% | ? | -3%
Cc1ccn(CC(C)C(=O)O)n1 (stereo not given) | 1% | 0% | 0.8% | -5% | 0%
O=C(Nc1ccccc1C(=O)NC(Cc1c[nH]c2ccccc12)C(=O)O)c1ccccc1 (stereo not given) | -12% | 8% | 9.7% | -7% | -3%
CC(C)(C)c1ccc(-c2nc3n(c(=O)c2C#N)CCS3)cc1 | 14% | -5% | 4.5% | 5% | -4%
Clc1cccc(NC2=NCCC2)c1 | -8% | 0% | 0.3% | 3% | 1%
NC(=O)NCc1ccccc1 | -31% | -12% | i | -3% | 4%
Cc1cccc(NC(=O)NCC(F)(F)F)n1 | -6% | -8% | 1.1% | 1% | -3%
O=C1c2ccccc2C(=O)N1c1nc2nccc(-c3ccccc3)n2n1 | -12% | -7% | i | -8% | 4%
COCCN(C(=O)c1ccco1)c1nnc(-c2ccc(OC)cc2)s1 | 32% | -8% | 7.6% | 25% | -7%
CCOP(=O)(c1ccccc1Cl)C1(O)CCCCC1 (stereo not given) | 2% | -16% | 0.6% | 5% | -4%
CN(C)N1C(N)=C(C#N)C(c2ccccc2)C2=C1CCCC2=O (stereo not given) | 4% | -4% | 1.6% | -4% | 1%
CC(=O)N1CCc2cc(S(=O)(=O)NCc3ccc(C)cc3)ccc21 | 0% | -12% | i | 1% | -3%
COc1ccc2cc(C(=O)C3CCCN(C(=O)c4cc5nc(C)cc(C)n5n4)C3)ccc2c1 (stereo not given) | 13% | -6% | i | -6% | 12%
Cc1c(NS(=O)(=O)c2ccc3c(c2)OCCO3)cccc1-c1nc2cccnc2s1 | 9% | -2% | 5.7% | -23% | 18%
Cn1c(=O)c(-c2cc(Br)ccc2N)nc2ccccc21 | 2% | -4% | 6.0% | 6% | 10%
Cc1ccc(OCC(=O)N(Cc2ccco2)c2c(N)n(Cc3ccccc3)c(=O)[nH]c2=O)cc1C | 10% | . | 7.0% | 1% | -13%
O=C(NCCc1cn2ccccc2n1)c1ccccc1F | 1% | 7% | i | -13% | -13%
COc1ccc(CC(=O)N2CCN(c3cccc(Cl)c3)CC2)cc1OC | -2% | 4% | i | 0% | 0%
Cc1ccc(OCCNC(=O)c2cncc(Br)c2)cc1C | 25% | 7% | 12% | -10% | -1%
O=C1c2ccccc2C(O)N1c1ccc(Cl)cc1 (stereo not given) | 0% | 1% | 0.1% | 0% | -11%
Cc1ccccc1OCCOc1ccc([N+](=O)[O-])cc1/C=N/n1cnnc1 | 35% | -7% | 0.2% | 0% | -5%
Cc1nn(-c2ccccc2)c(C)c1/C=N/NC(=O)c1cc(C2CC2)[nH]n1 | 3% | -1% | 7.2% | -1% | 0%
O=C(Cc1ccccc1C(=O)O)Nc1cccc2ccccc12 | 16% | -11% | 5.7% | 3% | -2%
CCOC(=O)c1sc(NC(=S)NC(=O)c2ccccc2)c(C(=O)OCC)c1C | -8% | -9% | 1.4% | 4% | 4%
Cc1n[nH]c(C)c1S(=O)(=O)N1CCCC(C(=O)NCc2ccccc2Cl)C1 (stereo not given) | -8% | -2% | 0.7% | 1% | -7%
Nc1nonc1-c1nc2ccccc2n1CC(=O)NC1CCCC1 | -6% | 4% | 0.7% | -4% | 7%
